# LDHA inh: blocks human lactate dehydrogenase A; purified LDHA, NADH/diaphorase-resazurin fluorescence; hits give low values; activity change, % (values are at about 110 or 230 µM); 0.15% of 480,000 active; AID 1347041; in the data active means activity change below about -30%; inconclusive means mostly about -25% to -30%;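 further: plate controls were DMSO wells for no effect and wells without enzyme for full effect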
#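 Human LDH5 (2 nM) was incubated with 0.06 mM NADH and 0.2 mM pyruvate for 5 min at room temperature in Tris pH 7.4. Remaining NADH was coupled through diaphorase/resazurin, and resorufin fluorescence was read at 0 and 20 min.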
# 12-LOX inh: inhibitors of human 12S-lipoxygenase ALOX12; purified 12hLO, xylenol orange hydroperoxide absorbance; Potency, µM (top dose mostly 108 µM), for inactives: at the top dose activity change, negative = inhibition, hits mostly inhibitors; 1.1% of 580,000 active; further: potency means the concentration at half of the fitted maximal effect; on the % scale 0 is the no-effect control and ±100 the full control effect
#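 Purified human 12hLO at 150 nM in 25 mM Hepes, 0.01% Triton X-100, pH 7.0, preincubated 15 min at room temperature with compound. Reaction started with 40 uM arachidonic acid, 30 min at room temperature. Hydroperoxide measured by Fe-xylenol orange, 573/405 nm absorbance ratio.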
# Pol eta inh: blocks human DNA polymerase eta activity; 1.2% of 390,000 active; Q9Y253; Potency, µM (doses to about 114 µM), for inactives: at the highest dose activity change, negative = inhibition, hits mostly inhibitors; recombinant Pol eta, fluorescent DNA replication assay; further: potency means the concentration at half of the fitted maximal effect; on the % scale 0 is the no-effect control and ±100 the full control effect
#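 Fluorescent replication assay: 50 nM final substrate added after a 15 min room-temperature compound preincubation with 10 nM enzyme. Signal taken at 0 min and again at 10 min.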
# Apoferritin bind: binds horse apoferritin like a general anesthetic; apoferritin/1-aminoanthracene competitive binding, fluorescence; 0.074% of 350,000 active; P02791; Potency, µM (series often up to 77.5 µM), for inactives: top-dose activity change, negative = displacement, actives largely listed as inhibitors; further: potency means the concentration at half of the fitted maximal effect; on the % scale 0 is the no-effect control and ±100 the full control effect; nearly all actives have a fitted effect of over 20% in size
# Target sequence (P02791 2-175 limits assumed): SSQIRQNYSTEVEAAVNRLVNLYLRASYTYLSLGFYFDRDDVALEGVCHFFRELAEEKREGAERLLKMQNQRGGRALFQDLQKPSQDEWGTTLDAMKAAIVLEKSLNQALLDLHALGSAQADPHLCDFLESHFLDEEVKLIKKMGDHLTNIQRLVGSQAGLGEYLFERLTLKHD
#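 Concentration-response curves derived by four-parameter Hill fitting of normalized fluorescence, where compounds displaced 1-AMA from 10 uM horse apoferritin following a brief 10 min room-temperature incubation; propofol titration acted as positive control.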
# ERG-DNA inh: ERG Ets/DNA interaction inhibition; P11308; fluorescence polarization, His-ERG Ets domain / labelled DNA; Potency, µM (top dose mostly 76.9 µM), for the others: at the top dose FP activity, negative = inhibition, most hits filed as inhibitors; 0.028% of 370,000 active; active means well fitted inhibition curve with a large enough effect in the polarisation, with a control signal flat; inconclusive means small, poorly fitted or top-dose-only effect, or effect the other way, or a change in a side signal; inactive means no such curve, though single readings can be large or run the other way; the % refers to the polarisation;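 further: polarization taken with two DNA probes labelled with fluorescein and Texas red; potency means the concentration at half of the fitted maximal effect; % of control where 0% means no effect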
# Target sequence (P11308 whole entry, looked up, the tested form may be a part): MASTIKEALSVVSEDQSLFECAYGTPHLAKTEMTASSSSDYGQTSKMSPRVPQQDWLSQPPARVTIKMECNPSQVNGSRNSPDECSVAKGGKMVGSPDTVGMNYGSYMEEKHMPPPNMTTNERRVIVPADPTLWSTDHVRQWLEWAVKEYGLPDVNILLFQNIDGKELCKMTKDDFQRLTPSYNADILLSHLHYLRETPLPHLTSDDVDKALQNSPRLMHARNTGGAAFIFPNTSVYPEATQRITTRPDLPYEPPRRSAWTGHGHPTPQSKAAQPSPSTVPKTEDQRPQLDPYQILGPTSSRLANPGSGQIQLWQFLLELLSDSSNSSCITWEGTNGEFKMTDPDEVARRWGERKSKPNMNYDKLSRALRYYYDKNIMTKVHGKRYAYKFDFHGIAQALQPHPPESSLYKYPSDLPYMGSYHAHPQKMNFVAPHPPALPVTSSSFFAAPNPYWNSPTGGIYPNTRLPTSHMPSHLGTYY
#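 His-tagged ERG Ets domain (1 uM in the protein solution; 300mM KCl, 50mM Tris-HCl, 1mM EDTA, 1mM DTT, pH 7.5) received compound, then a probe mix of 5 nM fluorescein-DNA and 100nM Texas-615-DNA. Fluorescence polarization was read for both dyes.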
# POLB inh: blocks human DNA polymerase beta activity | 1.3% of 340,000 active | AID 485314 | Potency, µM (highest dose often 114 µM), for the others: at the top dose activity change, negative = inhibition, most hits filed as inhibitors | Pol beta primer extension/strand displacement, fluorescence kinetic | P06746; further: potency means the concentration at half of the fitted maximal effect; on the % scale 0 is the no-effect control and ±100 the full control effect
#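 Homogeneous kinetic assay of primer extension and strand displacement by 10 nM Pol beta, preincubated 15 min at room temperature with compound before 50 nM substrate (final) was added. Read at 0 and 10 min; four-parameter Hill fit.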
# APEX1 inh: blocks human APE1 abasic DNA cleavage; 0.35% of 350,000 active; Potency, µM (titrated, usually from 65.8 µM), inactives show at the top dose activity change, negative = inhibition, most hits filed as inhibitors; recombinant APE1, TAMRA/BHQ-2 abasic DNA cleavage fluorescence;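 further: potency means the concentration at half of the fitted maximal effect; plate controls were vehicle for no effect and reference inhibitor for full effect; nearly all actives have a fitted effect of over 55% in size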
# Target sequence (P27695 whole entry, looked up): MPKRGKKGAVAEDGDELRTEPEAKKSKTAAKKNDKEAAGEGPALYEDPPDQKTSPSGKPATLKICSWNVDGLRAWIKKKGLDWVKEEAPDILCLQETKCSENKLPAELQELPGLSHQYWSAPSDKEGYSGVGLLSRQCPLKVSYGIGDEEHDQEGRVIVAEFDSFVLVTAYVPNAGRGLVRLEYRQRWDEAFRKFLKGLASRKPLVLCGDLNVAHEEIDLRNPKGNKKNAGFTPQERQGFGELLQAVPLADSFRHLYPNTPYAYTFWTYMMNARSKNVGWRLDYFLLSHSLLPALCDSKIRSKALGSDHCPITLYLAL
#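 APE1 at 0.75 nM final was preincubated with compound 15 min at room temperature, then 50 nM double-stranded THF abasic-site substrate (5'-TAMRA/3'-BHQ-2) was added. Fluorescence (ex 525/em 598 nm) was read kinetically; third-minus-first read gave activity.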
# Pol kappa inh: DNA polymerase kappa (human) inhibition | Q9UBT6 | purified Pol kappa, fluorescent DNA synthesis assay, 10 min | Potency, µM (series often up to 107 µM), without a hit: at the highest dose activity, negative = inhibition, usual class: inhibitors | 0.53% of 400,000 active | AID 588579; further: potency means the concentration at half of the fitted maximal effect; on the % scale 0 is the no-effect control and ±100 the full control effect
#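 Pol kappa 10 nM + cpd, 15 min RT; start w/ substrate 50 nM final; fluorescence kinetic read, 0 and 10 min. Neg ctrl: buffer, no enzyme.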
# RGS4 inhibitor: inhibitors of human regulator of G protein signaling 4. P49798. Transcreener GDP fluorescence polarization, RGS4-accelerated GTP hydrolysis. Potency, µM (top dose mostly 114 µM), for the others: at the highest dose activity change, negative = inhibition, most hits filed as inhibitors. 0.039% of 390,000 active; further: potency means the concentration at half of the fitted maximal effect; on the % scale 0 is the no-effect control and ±100 the full control effect; nearly all actives have a fitted effect of over 75% in size; some results filed as inactive show a strong effect at the top dose
#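 MLSMR compounds (23 nl, pin-transferred) preincubated 10 min at room temperature with a 500nM (2x) first reagent, then RGS4 at 900nM (2x) plus Transcreener GDP mix added; fluorescence polarization (620/688 nm) read before and after 90 min at 30 °C.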
# An asterisk follows results filed as active; i = inactive; ? = inconclusive; nt = no result given; & = joins results of further samples; [ ] = dose if it differs, or a comment. Unless noted, the call rests on the fitted dose curve; in most records, active means well fitted curve in the direction sought with a large enough effect; inconclusive means small, poorly fitted or top-dose-only effect, or another doubt; inactive means no such curve, though single readings can be large; an effect the other way counts as inactive or inconclusive.
# Order of results: Apoferritin bind	12-LOX inh	APEX1 inh	Pol kappa inh	Pol eta inh	LDHA inh	RGS4 inhibitor	POLB inh	ERG-DNA inh
CC(C)(C)N(Cc1ccccc1)C(=O)c1cccs1
  -18%	10%	28%	0%	-13%	0	-12%	-26%	-6%
Cn1c(-c2c(N)n(C3CCCC3)c3nc4ccccc4nc23)nc2ccccc21
  -1%	0%	-7%	-12%	-12%	-1	-11%[56.9 µM]	-1%	-17%
O=S(=O)(c1ccc(Cl)cc1)N1c2ccccc2Oc2nc3ccccc3nc21
  2%	6%	-6%	0%	-19%	-7	-7%	-1%	6%
CCCn1nc(C(=O)Nc2ccc(S(=O)(=O)Nc3nccs3)cc2)c2ccccc2c1=O
  -16%	-2%	-2%	-17%	?	-7	17%	1%	-4%
COc1cc(OC)cc(C(=O)Nc2ccc(S(=O)(=O)Nc3ncccn3)cc2)c1
  -7%&4%	2%&-12%	-2%	-4%&-23%	9%&-3%	-20&-7	6%&7%	83%&24%	-4%&-5%
CCOC(=O)CN1C(=O)CN(c2ccc(C)cc2)C1=O
  3%	3%	-3%	-12%	-17%	-1	0%	-2%	-13%
CC(=O)NCC(c1cccs1)S(=O)(=O)c1ccc(F)cc1 (centres undefined)
  -7%	-10%	44%	13%	-11%	0	-5%[11.4 µM]	8%	2%
COc1ccc(N(C(=O)Cn2nnc(-c3ccc(F)cc3)n2)C(C)C(=O)NC2CCCC2)cc1OC (centres undefined)
  -9%	0%	7%	-29%	-6%	-8	-9%	-1%	-5%
COc1ccc2cc(CN(Cc3ccco3)Cc3nnnn3C3CCCCC3)c(=O)[nH]c2c1
  -16%	?	-3%	-10%	-21%	5	-34%	0%	-2%
CS(C)(=O)=NS(=O)(=O)c1ccc(Cl)cc1
  -13%	19%	-2%	-8%	9%	-4	7%	37%	2%
CSc1ccccc1OCc1cc(C(=O)N(Cc2nccn2C)C(C)C)no1
  -15%	0%	13%	-6%	-16%	-3	3%	14%	0%
Cc1cc(C(=O)N2CCCC(N3CCN(c4ccccc4C)CC3)C2)n(C)n1 (centres undefined)
  -10%	-5%	25%	-6%	-5%	0	8%	3%	-11%
CCOC(=O)CCCNC(=O)CCNC(=O)c1ccc(OC(C)C)cc1
  -21%	8%	0%	0%	-17%	-4	-19%	-4%	-10%
COC(=O)/C(=C/c1ccc2c(c1)c1ccccc1n2C)NC(=O)c1ccccc1
  42%[activator]	8%	-10%	-1%	-15%	-2	-5%	10%	1%
O=C(O)C1C2CCC(C2)C1C(=O)NCCc1ccc(F)cc1 (centres undefined)
  -11%	0%	-4%	-10%	-3%	0	5%	11%	12%

# Some of these compounds in order of the ERG-DNA inh value, high to low:
canonical_smiles,12-LOX inh,APEX1 inh,Pol kappa inh,Pol eta inh,LDHA inh,RGS4 inhibitor,POLB inh,ERG-DNA inh
CC(=O)NCC(c1cccs1)S(=O)(=O)c1ccc(F)cc1 (centres undefined),-10%,44%,13%,-11%,0,-5%[11.4 µM],8%,2%
CCCn1nc(C(=O)Nc2ccc(S(=O)(=O)Nc3nccs3)cc2)c2ccccc2c1=O,-2%,-2%,-17%,?,-7,17%,1%,-4%
CC(C)(C)N(Cc1ccccc1)C(=O)c1cccs1,10%,28%,0%,-13%,0,-12%,-26%,-6%

# Further records follow.
# Order of results: Apoferritin bind	12-LOX inh	APEX1 inh	Pol kappa inh	Pol eta inh	LDHA inh	RGS4 inhibitor	POLB inh	ERG-DNA inh
CC(C)c1ccc(N(C(=O)c2csnn2)C(C(=O)NC2CCCC2)c2ccncc2)cc1 (centres undefined)
  -8%	5%	67%	-3%	6%	-11	1%	0%	7%
Cc1nc2c(C)cccn2c1/C(O)=C1\C(=O)C(=O)N(CCN(C)C)C1c1ccco1 (centres undefined)
  -6%	-11%	0%	-8%	2%	6	10%	1%	-6%
COc1ccc(CNn2c(C)nc3ccccc3c2=O)cc1
  -12%	20%	4%	-5%	-3%	-6	21%	46%	nt
Cn1c(/C=C(\C#N)C(N)=S)ccc1-c1ccc(Br)cc1
  -13%	-10%	12%	-3%	3%	-1	-16%	16%	17%
O=C(CSc1nnnn1Cc1ccccc1)Nc1ccccc1
  -9%	0%	-3%	5%	-11%	0	-18%	-3%	2%
CC(=O)N1C(c2ccccc2O)C[C@]2(C)CC(=O)NC12 (some centres undefined)
  -1%	-21%	-4%	10%	-9%	-1	8%	-5%	-3%
Cn1ccnc1SCC(=O)c1ccc(Cl)cc1
  -24%	-5%	7%	10%	-14%	-1	-54%	1%	-3%
Cc1ccc(-c2nnc(-c3cc(C)on3)o2)cc1
  -11%	0%	3%	-2%	12%	-7	-6%	-4%	-3%
CC1(C)CC(=O)N(c2ccc(Cl)c(Cl)c2)C(=O)C1
  ?	-8%	10%	-6%	-10%	-2	0%	0%	1%
COc1ccccc1N1CCN(C(=O)C2CCN(C(=O)c3ccccc3Cl)CC2)CC1
  -3%	-1%	11%	4%	-16%	0	13%	39%	14%
CCC1(CC)N([O-])C(C)=C(c2ccccc2)[N+]1=O
  -12%	13%	2%	-23%	-8%	-7	-48%	4%	1%
NC(=O)c1c(NC(NC(=O)c2ccco2)C(=O)c2ccc(Cl)cc2)sc2c1CCCC2 (centres undefined)
  -16%	?	-2%	-5%	-10%	11	-50%	1%	nt
Cc1cc(C)cc(OCC(=O)N(Cc2ccco2)c2c(N)n(Cc3ccccc3)c(=O)[nH]c2=O)c1
  nt	33%[activator]	-12%	-25%	-8%	-5	-22%	nt	-4%
COc1ccc(C)cc1NC(=O)CN1CCN(c2ccccc2F)CC1
  0%	-25%	-1%	-24%	-16%	1	?	-1%	1%
O=C1c2oc3ccccc3c(=O)c2C(c2cccnc2)N1Cc1ccco1 (centres undefined)
  -9%	-28%	-8%	-4%	-5%	-4	-11%	2%	-11%
COc1cc(-c2nc3ccccn3c2/N=C/c2cc(OC)c(OC)c(OC)c2)ccc1O
  nt	4%	nt	0%	?	9	-26%	nt	nt
COc1ccccc1NC(=O)OCC#CCOC(=O)Nc1ccccc1OC
  75%[activator]	i	?	12%	-9%	2	-5%	9%	1%
COc1ccc(-n2nc(N)c(C(N)=O)n2)cc1
  -4%	0%	1%	-7%	8%	-7	?	-1%	12%
Cc1ccc(C(=O)COC(=O)C2CC(=O)N(c3nc(-c4ccccc4)cs3)C2)cc1 (centres undefined)
  -14%	-7%	2%	-11%	2%	-7	0%	0%	8%
O=C(Oc1ccc2ccccc2c1Br)N1CCCCCC1
  ?	2%	-4%	0%	-16%	1	-23%	31%	9%
CCOc1ccc(CNS(=O)(=O)c2cc3c(cc2C)NC(=O)CO3)cc1OC
  50%[activator]	-26%	nt	-11%[60.1 µM]	-2%	-8	19%	9%	-2%
COc1ccc(OC)c(N2C(N)=C(C#N)C(c3ccc(OC)c(O)c3)C3=C2CC(C)(C)CC3=O)c1 (centres undefined)
  -7%	nt	10%	5%	-13%	7	4%	3%	-1%
Cc1cc(C)c(C)c(OCC(=O)N2CCOCC2)c1
  -14%	13%	1%	-7%	-8%	-1	-15%	-19%	-1%
O=C(NCc1ccccc1)C(c1ccc(F)cc1)N(Cc1cccs1)C(=O)c1cnccn1 (centres undefined)
  -2%	-22%	1%	-6%	-2%	-7	18%	5%	-13%
CCOC(=O)N1CCN(C(=O)CCCn2c(=S)[nH]c3ccsc3c2=O)CC1
  -5%	-9%	-4%	-6%	-16%	-3	8%	9%	-1%
COc1ccc(S(=O)(=O)N2Cc3ccccc3CC2C(=O)Nc2ccc(C)cc2)cc1OC (centres undefined)
  3%	-11%	nt	-9%[60.1 µM]	-1%	1	-4%	2%	-2%
Cn1c(=O)[nH]c(=O)c2c1nc(Br)n2Cc1ccccc1F
  -18%	?	-6%	5%	8%	-4	4%	15%	-3%
CCN(CC)C(=O)CCSc1nnc(-c2ccncc2)o1
  2%	-7%	-1%	5%	-4%	4	8%	22%	-1%
COc1ccc(C2c3c(n(C)c4ccccc34)C(=O)N2CC(=O)Nc2cc(Cl)ccc2C)cc1 (centres undefined)
  -20%	-18%	nt	-2%	-25%	-3	-9%	-3%	1%
COc1cccc(C(C(=O)NCC2CCCO2)N(C(=O)Cn2nnc3ccccc32)c2ccccc2C(C)=O)c1OC (centres undefined)
  -6%	-4%	-5%	5%	3%	-13	25%	67%	8%
Cc1nnc(SCc2cc(=O)n3cccc(C)c3n2)s1
  -4%	-12%	nt	-2%[60.1 µM]	-16%	-2	-23%	3%	6%
COc1ccc(CNC(=S)N2CCN(S(=O)(=O)c3cccc(F)c3)CC2)cc1
  0%	-8%	17%	0%	-6%	-2	-5%	41%	16%
Cc1cc(Cl)ccc1OCC(=O)Nc1nc(-c2cccnc2)cs1
  -6%	-1%	4%	8%	-4%	-3	5%	1%	4%
COc1ccc(C(=O)Nc2cc(C)on2)cc1
  -9%	0%	-3%	-8%	0%	-10	29%	2%	5%
Cc1ccc(NC(=O)COC(=O)C2CC3C=CC2C3)cc1S(=O)(=O)N1CCCCC1 (centres undefined)
  1%	-18%	0%	-5%	-15%	5	?	?	-1%
Cc1nc2ccccc2c(C)c1C(=O)c1ccccc1
  -18%	-27%	-6%	-3%	-20%	-4	?	10%	-5%
Cc1ccc2nc(SCC(=O)c3c(C)[nH]c4ccccc34)[nH]c2c1
  8%	-10%	29%	-10%	-12%	-9	-15%	25%	-8%

# A portion of the library; the hit share may differ from the screen's.
